Compound activity from PubChem BioAssay.
Bim-Bcl-W = inhibitors of Bim-Bcl-W interaction, human. 190,000 compounds, 0.02% hits. bead-based flow cytometry, Bim peptide-Bcl-W binding. inhibition, % at 10 µM. AID 952;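 further: 0% = bound tracer without compound and 100% = peptide blocker; higher means less fluorescent Bim peptide bound to Bcl-W beads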
Target sequence (Q92843 whole entry, looked up): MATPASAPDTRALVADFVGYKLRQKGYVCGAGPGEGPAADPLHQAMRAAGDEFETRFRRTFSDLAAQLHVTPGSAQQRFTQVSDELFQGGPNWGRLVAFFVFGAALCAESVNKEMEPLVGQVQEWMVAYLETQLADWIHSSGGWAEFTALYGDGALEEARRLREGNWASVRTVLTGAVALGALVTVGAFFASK
Bim-Bcl-B = human Bim-Bcl-B interaction inhibition; bead-based flow cytometry, Bim peptide-Bcl-B binding; Q9HD36; 190,000 compounds, 0.073% hits; inhibition, % at 10 µM; AID 951;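 further: 0% = tracer peptide without compound and 100% = reference inhibitor peptide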
Target sequence (Q9HD36 whole entry, looked up): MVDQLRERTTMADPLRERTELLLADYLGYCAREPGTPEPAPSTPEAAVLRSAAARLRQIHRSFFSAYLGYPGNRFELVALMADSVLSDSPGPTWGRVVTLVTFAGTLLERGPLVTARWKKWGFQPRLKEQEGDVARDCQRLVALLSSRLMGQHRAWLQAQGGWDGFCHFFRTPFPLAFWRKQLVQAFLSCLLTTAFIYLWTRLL
RGS4-Gao reg = modulates binding of RGS4 to human Galphao; P09471; Multiplexed bead flow cytometry; actives lie on both sides; binding response (% of control), % at 10 µM; 220,000 compounds, 0.33% hits; AID 1415; in the data active means binding response below about 49% or above about 150%; inactive means in between;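 further: fluorescent Galphao activated with aluminum fluoride binding bead-coupled RGS4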
Target sequence (P09471 whole entry, looked up): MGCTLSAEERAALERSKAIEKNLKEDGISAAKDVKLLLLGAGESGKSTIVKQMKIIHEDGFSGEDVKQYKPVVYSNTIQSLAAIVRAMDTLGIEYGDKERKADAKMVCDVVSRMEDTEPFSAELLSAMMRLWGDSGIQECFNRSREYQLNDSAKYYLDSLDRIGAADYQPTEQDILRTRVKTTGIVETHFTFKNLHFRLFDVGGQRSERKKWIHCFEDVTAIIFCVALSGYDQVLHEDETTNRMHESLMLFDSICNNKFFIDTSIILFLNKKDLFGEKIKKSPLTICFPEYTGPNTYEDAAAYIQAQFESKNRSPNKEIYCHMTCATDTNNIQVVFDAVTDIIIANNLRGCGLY
RGS7-Gao = regulators of human RGS7-Galphao interaction | Multiplexed bead flow cytometry, RGS7-Galphao binding; actives lie on both sides | AID 1439 | P09471 | binding response (% of control), % at 10 µM | 220,000 compounds, 0.35% hits; in the data active means binding response below about 49% or above about 150%; inconclusive means no clear call, values can overlap the other calls; inactive means in between;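 further: fluorescent Galphao held in activated GDP-AlF4 state binding bead-coupled RGS7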
Mcl1 Noxa PPI = Mcl-1/Noxa interaction inhibition | Q07820 | TR-FRET Mcl-1/Noxa peptide binding, 2 h | inhibition, % at 21.7 µM | 220,000 compounds, 1.5% hits | AID 1022;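 active means compounds that cut the protein-peptide binding signal by more than 50% relative to plate controls in a single-dose test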;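 further: His-tagged Mcl-1 with rhodamine Noxa BH3 peptide and terbium anti-His antibody; 0% = Mcl-1 plus Noxa peptide wells and 100% = peptide-only wells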
Mcl1 Bid PPI = Mcl-1/Bid interaction inhibition; inhibition, % at 21.7 µM; 220,000 compounds, 0.97% hits; TR-FRET Mcl-1/Bid-Dy647 peptide binding, 1536-well; Q07820;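 active means compounds that cut the binding signal by more than half at the single screening dose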;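 further: His-tagged Mcl-1 with europium anti-His antibody binding Bid BH3 peptide; 0% = Mcl-1 plus peptide wells and 100% = peptide-only wells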
Bim-Bfl-1 = inhibitors of Bim-Bfl-1 interaction, human | Q16548 | Bead-based flow cytometry, Bim-Bfl-1 binding inhibition | inhibition, % at 10 µM | 190,000 compounds, 0.12% hits | AID 1008;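 further: 0% = wells without compound plus tracer and 100% = blocker peptide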
Bim-Bcl-2 = disrupts Bim peptide binding to human Bcl-2. inhibition, % at 10 µM. 190,000 compounds, 0.06% hits. P10415. Bead-based flow cytometry, Bim peptide-Bcl-2 binding; in the data active means inhibition above about 40%; inconclusive means no clear call, values can overlap the other calls;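 further: 0% = no compound wells with probe peptide and 100% = reference peptide inhibitor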
RGS8-Gao = modulates binding of RGS8 to human Galphao | response (percent of control binding), % at 10 µM | 220,000 compounds, 0.34% hits | P09471 | multiplexed bead flow cytometry; actives lie on both sides; in the data active means response below about 60% or above about 140%; inactive means in between;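 further: Galphao activated as the GDP aluminium fluoride complex binding bead-coupled RGS8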
Bim-Mcl-1 = inhibitors of Bim-Mcl-1 interaction, human. AID 1009. Bead-based flow cytometry, Bim peptide-Mcl-1 binding. Q07820. inhibition, % at 10 µM. 190,000 compounds, 0.1% hits;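 further: 0% = no compound tracer wells and 100% = peptide blocker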
Bcl-XL Bim block = human Bim-Bcl-XL interaction inhibition. Q07817. Bim peptide-Bcl-XL binding, bead flow cytometry, fluorescence. inhibition, % at 10 µM. 190,000 compounds, 0.04% hits
Target sequence (Q07817 whole entry, looked up): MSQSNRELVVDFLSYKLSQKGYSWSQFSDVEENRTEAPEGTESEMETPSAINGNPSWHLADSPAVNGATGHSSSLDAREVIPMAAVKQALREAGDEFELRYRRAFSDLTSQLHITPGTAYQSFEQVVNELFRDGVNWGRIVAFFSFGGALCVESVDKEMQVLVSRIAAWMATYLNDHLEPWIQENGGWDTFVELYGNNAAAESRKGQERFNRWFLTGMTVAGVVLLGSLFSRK
Active calls of the source: *; ? = inconclusive; · = not tested or not shown. Unless noted, no stated cut-off is given here; in the data, active means inhibition above about 40%.

SMILES	Bim-Bcl-W	Bim-Bcl-B	RGS4-Gao reg	RGS7-Gao	Mcl1 Noxa PPI	Mcl1 Bid PPI	Bim-Bfl-1	Bim-Bcl-2	RGS8-Gao	Bim-Mcl-1	Bcl-XL Bim block
O=C(/C=C/c1ccccc1)NC(=S)NNC(=O)Cc1cccs1	-1	-3	99	105	-39	-44	3	5	100	0	1
CCOC(=O)c1[nH]c2ccc(OC)cc2c1NC(=O)CN1CCN(c2ccccn2)CC1	1	-6	96	95	24	-8	-1	-5	101	-2	-5
CC(=O)Nc1cccc(C(=O)OCC(=O)NCc2ccc(F)cc2)c1	1	-1	99	?	19	-13	-4	-1	100	0	0
CCOC(=O)N1CCN(C(=O)COc2cccc3c2CCN(Cc2ccccc2C)C3=O)CC1	-2	-2	102	103	16	11	-7	-2	105	-5	-8
O=C(Nc1cc(Cl)ccc1Cl)N1CCCC1	-9	-4	102	102	-7	-55	-4	-3	102	-1	-3
Nc1cc(=O)[nH]c(SCC(=O)N2CCCCC2)n1	0	-4	103	100	-13	-33	-5	-2	102	2	-1
CN(C)CCn1c2ccccc2c2nc3ccc([N+](=O)[O-])cc3cc21	·	·	101	?	24	-4	·	·	102	·	·
COc1ccc(C)cc1S(=O)(=O)N(C)CC(=O)N1CCCCC1	-2	-3	100	99	-2	-3	-1	12	97	-2	-2
Cc1c(NS(=O)(=O)c2ccc(Cl)c(C(=O)OC(C)C(=O)NCc3ccco3)c2)c(=O)n(-c2ccccc2)n1C (centres undefined)	0	-1	99	94	14	-25	-6	-1	97	0	-1
COc1ccc(-c2n[nH]c(=S)n2-c2cc(OC)ccc2OC)cc1	·	·	101	?	-2	-53	·	·	99	·	·
CCCCCCN(C(=O)CCCCCN1C(=O)NC(c2ccccc2)C(C(=O)OCc2ccccc2)=C1C)C(C(=O)NCCCC)c1ccc(OCC(=O)OC)c(C(=O)OC)c1 (centres undefined)	·	·	114	?	17	-18	·	·	106	·	·
COc1ccc(/C=C/C(=O)NC2=NCCS2)cc1OC	-3	-5	96	100	14	-8	-6	-6	98	-5	-3
CC(C)(C)c1nnc2sc(SCC(=O)c3cccs3)nn2c1=O	-1	-25	95	101	20	-35	-8	-13	98	-25	-9
CC1(c2ccccc2Cl)NC(=O)N(CC(=O)NCc2ccco2)C1=O (centres undefined)	-2	-2	131	?	4	-23	-4	-1	116	2	-1
CCn1ccnc1CN1CCN(CC(C)C)C(CCO)C1 (centres undefined)	-1	-2	101	103	4	-43	-6	-1	106	0	-2
Cc1cccc(OCc2nnc(NC(=O)c3cccs3)s2)c1	-2	-5	99	96	1	-3	-4	-5	97	-4	-6
CCOC(=O)c1nc(-c2ccc(OC)c(OC)c2)cnc1C#N	-4	-5	102	102	-10	-20	-3	-7	103	-4	-3
Cc1nc([N+](=O)[O-])c(C(=O)OCc2ccccc2F)n1C	0	-2	96	99	10	-2	-2	0	96	0	-2
COc1cccc(/C=C/c2nc3c(cnn3-c3ccccc3)c(=O)[nH]2)c1	1	-2	102	?	2	-16	-4	0	100	-2	-1
COc1ccc2c(c1)N(C(=O)CN1C(=O)C3CCCCC3C1=O)C(C)(C)C=C2C (centres undefined)	-4	·	102	102	18	-12	-4	-3	105	-1	-8
O=c1[nH]c(=O)c2cc([N+](=O)[O-])cc([N+](=O)[O-])c2[nH]1	2	0	102	103	-15	5	-3	-1	110	1	0
O=C(CSc1nnnn1-c1ccccc1)NCc1ccco1	-3	-4	100	100	3	-8	-6	0	101	-3	-5
Cc1oc(-c2ccccc2F)nc1CS(=O)(=O)CC(=O)NC1CCCC1	0	-4	101	100	-5	-5	-9	-10	102	1	-4
CCCC(=O)NC(C)c1nc2ccccc2[nH]1 (centres undefined)	1	-2	102	102	4	-11	-8	-6	101	1	-4
CCC(CC)NC(=O)COC(=O)CCC(=O)c1ccc(Cl)cc1	-2	0	103	106	6	-1	-3	-5	109	0	-3

The final five records of the part before open the next one:
SMILES	Bim-Bcl-W	Bim-Bcl-B	RGS4-Gao reg	RGS7-Gao	Mcl1 Noxa PPI	Mcl1 Bid PPI	Bim-Bfl-1	Bim-Bcl-2	RGS8-Gao	Bim-Mcl-1	Bcl-XL Bim block
O=c1[nH]c(=O)c2cc([N+](=O)[O-])cc([N+](=O)[O-])c2[nH]1	2	0	102	103	-15	5	-3	-1	110	1	0
O=C(CSc1nnnn1-c1ccccc1)NCc1ccco1	-3	-4	100	100	3	-8	-6	0	101	-3	-5
Cc1oc(-c2ccccc2F)nc1CS(=O)(=O)CC(=O)NC1CCCC1	0	-4	101	100	-5	-5	-9	-10	102	1	-4
CCCC(=O)NC(C)c1nc2ccccc2[nH]1 (centres undefined)	1	-2	102	102	4	-11	-8	-6	101	1	-4
CCC(CC)NC(=O)COC(=O)CCC(=O)c1ccc(Cl)cc1	-2	0	103	106	6	-1	-3	-5	109	0	-3
Brc1ccc2ncnc(NCc3ccccc3)c2c1	3	-5	101	97	2	11	-5	-5	99	0	-1
COc1ccc(CCNc2nncc(=O)[nH]2)cc1OC	0	1	100	103	-4	-28	-2	-2	101	1	-2
COc1ccc(NC(=O)COC(=O)Cc2ccccc2[N+](=O)[O-])cc1OC	0	1	108	104	15	1	-4	-3	106	0	0
COc1ccc(NC(=O)Nc2cc(C)ccc2OC(F)F)c(OC)c1	0	-5	·	·	2	-8	-13	-12	·	-2	-3
Cc1ccc(Nc2nc(N)nc(CN3CCN(C)CC3)n2)cc1	0	1	99	98	4	-25	0	1	101	0	-3
N#CCc1nc(CSc2nc3ccccc3o2)cs1	-1	-5	89	88	-4	-14	0	0	92	0	1
Nc1nc(-c2ccc(Br)s2)c(Br)s1	1	-8	100	98	15	-7	-13	-11	99	-2	-6
COC(=O)C(NC(=O)C(NC(=O)c1ccccc1)C(C)C)C(C)C (centres undefined)	1	-5	82	91	-6	-12	-6	-5	93	1	-5
Cc1nc2sccn2c1-c1nc(-c2cc3ccccc3o2)cs1	8	1	101	104	54*	50	-8	-7	99	6	8
CC(C)(CO)CNC(=O)c1ccc(OC2CCN(C(=O)C3CC3)CC2)cc1	-4	-1	98	101	-6	-23	-8	-1	100	-2	-8
O=C(CSc1nnc2ccccn12)Nc1ccc2c(c1)OCO2	-3	-6	104	101	12	-16	-13	-2	105	-1	-3
Cc1ccc(-c2c(C(=O)O)c(C(=O)O)c3n2CCC3)cc1	1	0	100	103	12	-6	-4	0	97	3	0
CC1C/C(=N\NC(=O)CCc2ccc(S(=O)(=O)N3CCOCC3)cc2)CC(C)(C)C1 (centres undefined)	-3	-11	99	100	-1	0	-8	-2	99	-4	-12
COc1ccccc1NC(=O)c1ccc(CSc2ncccn2)cc1	0	-3	100	98	-5	-17	-2	-3	102	0	-1
Cc1ccc(CNC(C)c2ccccc2)cc1 (centres undefined)	-2	-2	103	103	0	-6	0	-1	105	0	0
O=C(c1c(Cl)nc2sccn12)N1CCN(c2cccc(Cl)c2)CC1	0	-7	101	99	11	-46	-11	-8	99	1	-4
Cc1ccc(SC(C)c2nc(-c3cccnc3)no2)cc1 (centres undefined)	0	1	83	86	9	-14	3	0	85	-1	2
O=C(OCC(=O)N1CCN(C(=O)c2ccco2)CC1)c1ccccc1Cc1ccccc1	-1	0	80	91	7	-27	-2	-1	96	-3	-1
Cn1c(=O)cc(SCC(=O)NCc2ccco2)c2ccccc21	-3	-8	106	107	1	-34	-10	-16	109	-7	-16
Cc1ccc(C)c(NC(=S)NCCc2c[nH]c3ccccc23)c1	·	·	105	?	4	-44	·	·	104	·	·
Cn1nc(CC(=O)NCc2ccc(C(F)(F)F)cc2)c2ccccc2c1=O	-2	-1	98	101	16	2	-7	-2	102	1	-2
CC(NC(=O)C1CCC1)c1ccc2c(c1)OCO2 (centres undefined)	-2	0	99	98	1	-4	-1	0	100	0	-6
Cc1nc2cc(NC(=O)N3CCN(c4ccccn4)CC3)ccc2o1	4	3	98	94	-8	1	2	7	95	3	4
COc1ccccc1N1CCN(C(=O)CN(C)S(=O)(=O)c2cc(C)ccc2OC)CC1	1	4	106	114	16	2	1	2	122	3	2
Cc1cccc(N(C(=O)c2snc(C(N)=O)c2N)C(C)C(=O)NCC2CCCO2)c1 (centres undefined)	0	0	102	?	-5	4	-3	0	101	0	-2
Following part.
SMILES	Bim-Bcl-W	Bim-Bcl-B	RGS4-Gao reg	RGS7-Gao	Mcl1 Noxa PPI	Mcl1 Bid PPI	Bim-Bfl-1	Bim-Bcl-2	RGS8-Gao	Bim-Mcl-1	Bcl-XL Bim block
O=C(CN1CCN(Cc2ccccc2)CC1)N/N=C/c1cccs1	·	·	98	?	3	-4	·	·	99	·	·
COc1cc(-c2nnc(Cn3cc(C(F)(F)F)ccc3=O)o2)cc(OC)c1OC	-2	1	96	96	-12	-21	-4	-4	100	0	0
CC(=O)c1c(C)[nH]c(C(=O)OCc2ccc(F)cc2Cl)c1C	-5	-5	100	?	-1	-15	-5	-2	102	-1	-1
O=C(CSCc1nc2ccccc2[nH]1)Nc1ccc2ccccc2c1	0	-5	102	103	·	-8	-5	-6	101	0	-6
CCOc1cc(NC(=S)Nc2cccc(OC)c2)c(OCC)cc1NC(=O)C1CC1	4	-1	97	98	1	-82	-11	-4	96	33	-12
CCOC(=O)C(C)(C)n1nnc(-c2ccc([N+](=O)[O-])cc2)n1	0	-4	100	96	18	-10	-4	-4	104	-2	-2
CC(C)C(=O)NC(NC(=O)C(C)C)c1ccc([N+](=O)[O-])cc1	-3	-6	105	103	-3	-1	-2	-3	101	-6	-7
c1ccc2c(c1)sc1nnnn12	-1	0	98	96	-3	-3	0	-1	101	0	-1
O=C1c2cccc3cc([N+](=O)[O-])cc(c23)C(=O)N1c1ccccc1O	-3	-6	98	100	-9	1	-8	-4	105	0	-6
COc1ccc(-c2nn(-c3ccccc3)cc2/C=N/Nc2ccc(Cl)c(C(=O)O)c2)cc1OC	·	·	96	?	34	-21	·	·	98	·	·
O=C(NCCCCc1ccccc1)c1ccccc1	2	0	99	98	10	-6	-3	0	100	1	0
NS(=O)(=O)c1ccc(Cc2ncc(C(F)(F)F)cc2Cl)s1	0	-9	101	102	13	-15	-20	-10	102	-3	-8
Cc1ccccc1NC(=S)N(CCCN1CCC(C)CC1)Cc1ccco1	-4	-8	98	99	14	-38	-12	-5	101	-2	-5
O=C(NNc1cc(N2CCOCC2)nc(N2CCOCC2)n1)c1ccc([N+](=O)[O-])cc1	-1	0	103	100	8	-74	-4	-1	105	1	0
OCCC1CN(Cc2cccnc2)CCN1CCc1ccccc1 (centres undefined)	-3	-2	97	99	-14	-68	-4	-2	102	0	-2
Cc1ccc(NC(=O)C2CCCCC2)c(O)c1	-4	0	100	104	9	-57	-6	-4	105	-2	-5
CC(C1CCN(Cc2cn(C)nc2-c2cccc(Cl)c2)CC1)N1CCOCC1 (centres undefined)	-4	-9	101	101	11	-31	-2	-2	101	-3	-4
COc1cccc(SCc2noc(C(=O)NC(C)C)c2C(=O)O)c1	-1	1	104	106	21	21	-5	3	117	4	1
